FN deposit inh: fibronectin deposition inhibition. actives 0.086% (n = 350,000). AID 743247. inhibition, % at 12.6 µM. AH1F fibroblasts, Alexa488-fibronectin deposition fluorescence, overnight;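 active = mean inhibition across replicates of 30% or more, regardless of how many single replicates reach that level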;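 also: positive control wells lacked labelled fibronectin entirely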
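Assay system: AH1F fibroblasts / Quantity: 10000 cells per well / Medium: DMEM plus 2% serum, read in PBS / Reagent: labelled fibronectin 24 nM / Dosing: single dose, pinned / Times: 1 h cell attachment, overnight exposure to compound and label / Signal: fluorescence, ex 485 nm, em 525 nm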
ERAP1 inh: inhibitors of human ERAP1 aminopeptidase. Q9NZ08. recombinant ERAP1, Leu-AMC fluorescence, 60 min. inhibition, % at 10.7 µM. actives 0.15% (n = 340,000). AID 652197;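 active = mean replicate inhibition of at least 30%, or all replicates individually reaching that 30% level; inactive = mean below 30% and not every replicate reaching it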;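 also: 0% = neutral control wells and 100% = L-leucinethiol positive control wells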
Target sequence (Q9NZ08 whole entry, looked up): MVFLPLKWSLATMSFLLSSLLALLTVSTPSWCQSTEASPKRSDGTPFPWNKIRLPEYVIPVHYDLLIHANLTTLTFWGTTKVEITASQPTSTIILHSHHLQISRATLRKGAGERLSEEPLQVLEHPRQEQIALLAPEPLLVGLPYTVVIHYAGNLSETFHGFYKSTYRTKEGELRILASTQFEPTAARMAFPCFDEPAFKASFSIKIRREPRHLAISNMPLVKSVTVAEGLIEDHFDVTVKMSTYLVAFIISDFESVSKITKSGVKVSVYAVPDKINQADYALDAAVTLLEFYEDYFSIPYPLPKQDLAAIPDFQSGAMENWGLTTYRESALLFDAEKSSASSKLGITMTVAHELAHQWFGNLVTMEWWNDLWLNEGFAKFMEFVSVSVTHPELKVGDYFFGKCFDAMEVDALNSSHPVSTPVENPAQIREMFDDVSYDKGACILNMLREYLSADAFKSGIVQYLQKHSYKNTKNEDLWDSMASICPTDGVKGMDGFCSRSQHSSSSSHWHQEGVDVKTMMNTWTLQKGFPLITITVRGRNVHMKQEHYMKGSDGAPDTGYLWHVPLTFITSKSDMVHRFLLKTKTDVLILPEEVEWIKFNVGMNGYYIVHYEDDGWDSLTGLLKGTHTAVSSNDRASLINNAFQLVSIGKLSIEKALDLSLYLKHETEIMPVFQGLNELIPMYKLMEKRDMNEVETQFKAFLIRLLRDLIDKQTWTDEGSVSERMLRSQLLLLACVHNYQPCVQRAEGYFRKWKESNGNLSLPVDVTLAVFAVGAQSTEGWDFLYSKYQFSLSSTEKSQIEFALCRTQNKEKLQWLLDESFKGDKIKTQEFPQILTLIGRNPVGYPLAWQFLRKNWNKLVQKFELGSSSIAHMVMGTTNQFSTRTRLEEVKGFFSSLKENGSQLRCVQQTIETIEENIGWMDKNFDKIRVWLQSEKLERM
EWS-Fli inh: blocks EWS/Fli oncoprotein-driven transcription | actives 0.67% (n = 350,000) | AID 651661 | inhibition, % at 12.6 µM | A673 NR0B1-luciferase reporter, viability-normalised;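 active = mean inhibition of at least 50% after viability correction, with every replicate also passing that limit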;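 also: firefly luciferase signal divided by Alamar Blue viability fluorescence both relative to DMSO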
PAX8 reporter: inhibitors of PAX8 transcriptional activity in RMG-I cells | RMG-I TPO-luciferase reporter, SteadyGlo, 24 h | inhibition, % at 12.6 µM | actives 1.2% (n = 360,000) | AID 652154;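 active = mean replicate inhibition at least 60% with every replicate also reaching 60%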;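 also: luciferase light reporting Pax8 driven TPO promoter activity; plate controls were median of neutral control wells for no effect and mitoxantrone controls for full effect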
PglD DTNB: inhibitors of Campylobacter jejuni PglD acetyltransferase. purified PglD enzyme, DTNB colorimetric CoA detection. actives 0.098% (n = 360,000). inhibition, % at 12.5 µM; in the data active = inhibition above about 16%, passing the limit was not always enough; also: strong numbers were not always called active
S100A4 inh HTS: inhibitors of human S100A4 binding to myosin IIA peptide. inhibition, % at 10.7 µM. AID 652163. S100A4/TAMRA-MyoIIA peptide fluorescence polarization. actives 0.14% (n = 360,000);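 active = mean inhibition of at least 70% across replicates, with every replicate also reaching that level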
Target sequence (P26447 whole entry, looked up): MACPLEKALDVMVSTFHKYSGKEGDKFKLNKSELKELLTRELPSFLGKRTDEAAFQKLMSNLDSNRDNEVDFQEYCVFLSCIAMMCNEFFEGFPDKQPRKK
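Test system: S100A4 monomer protein; Medium: HEPES pH 7.2 with CaCl2, KCl, NaCl, DTT, Triton; Probe or stimulus: TAMRA-labelled myosin IIA heavy-chain peptide probe, 5 nM; Doses: one dose per compound; Times: polarization read 5 min after assay mix addition, stable 5–60 min; Benchmarks: neutral control DMSO, positive control TFP.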
LGR2 inh: inhibitors of bursicon-induced Drosophila LGR2 receptor cAMP signaling. HEK293 LGR2, CRE-luciferase, bursicon-stimulated, 4 h. inhibition, % at 9.99 µM. actives 0.35% (n = 380,000). AID 720647;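 active = drop in luminescence signal, shown as inhibition above about 50% in the replicate tests, limit read from the data, passing the limit was not always enough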;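 also: agonist challenge used bursicon conditioned medium at about half maximal strength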
PGC1a acetyl inh: modulators of PGC1a acetylation; U2OS PGC1a acetylation, AlphaScreen anti-acetyl-lysine; with virally co-expressed GCN5 acetyltransferase; inhibition, % at 15.6 µM; actives 0.17% (n = 350,000); AID 651687;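 active = every replicate shows inhibition of at least 40%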;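 also: 0% = neutral control wells and 100% = positive control wells; some results beyond the cut were filed as inactive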
Starred values were filed as active, the others as inactive; / = not tested or not shown.

SMILES | FN deposit inh | ERAP1 inh | EWS-Fli inh | PAX8 reporter | PglD DTNB | S100A4 inh HTS | LGR2 inh | PGC1a acetyl inh
O=C(COC(=O)C1COc2ccccc2O1)Nc1ccccc1OC(F)F (stereo unspecified) | 8 | -1 | -1 | 9 | -5 | -1 | -7 | 15
C[C@@H]1CN([C@@H](C)CO)S(=O)(=O)c2ccc(-c3cncnc3)cc2O[C@H]1CN(C)C(=O)CC1CC1 | 12 | -4 | -23 | / | 3 | -5 | 2 | 7
CC(=O)c1ccc(NC(=O)/C(C#N)=C/c2ccncc2)cc1 | 0 | 2 | 2 | -11 | -2 | 1 | -35 | /
COc1ccccc1CNCCS(=O)(=O)NCc1ccccc1OC | -7 | 0 | 0 | 14 | 3 | -5 | 3 | /
CC1(C)COC(Cc2ccccc2)=N1 | 3 | 1 | -2 | -9 | 4 | -4 | -8 | 0
C[C@@H]1CN([C@@H](C)CO)C(=O)c2cc(NC(=O)CCCN(C)C)ccc2O[C@@H]1CN(C)S(=O)(=O)c1ccccc1 | / | 0 | 3 | -13 | 1 | -24 | 1 | 3
Cc1ccc(C(=O)N/C(=C\c2ccco2)C(=O)N2CCSCC2)cc1C | 3 | 0 | -1 | 7 | / | -3 | 5 | /
CC(C)(C)c1ccc(S(=O)(=O)NCC(=O)N2CCCC2)cc1 | 6 | 3 | -1 | -8 | -5 | 3 | -6 | -13
COCCNC(=O)c1cnn2c(C(F)F)cc(-c3ccccc3)nc12 | / | 5 | 1 | -23 | / | -3 | 3 | /
O=C1c2cccc3cccc(c23)C(=O)N1CC1CCN(CC(O)COc2ccc3ccccc3c2)CC1 (stereo unspecified) | 2 | / | 26 | 30 | 3 | 3 | 17 | -14
Cc1ccc2nc(N/C(=N/S(=O)(=O)c3ccc(F)cc3F)c3ccccc3)sc2c1 | -8 | 0 | -20 | -21 | 5 | -1 | -29 | -2
COc1ccccc1Cn1c(-c2ccco2)nc2nc3ccccc3nc21 | -2 | / | / | -37 | 3 | / | / | -4
C=CCN1CCN(C(c2ccccc2OC)c2nnnn2C(C)(C)C)CC1 (stereo unspecified) | -1 | -6 | -7 | 2 | / | 2 | 35 | -3
C[C@@H]1CN([C@@H](C)CO)C(=O)c2cc(NC(=O)Nc3ccc4c(c3)OCO4)ccc2O[C@@H](C)CCCCO[C@@H]1CN(C)S(=O)(=O)c1ccc(F)cc1 | -5 | 0 | -8 | -45 | -1 | -5 | 1 | 3
CCc1ccccc1N1CC(C(=O)Nc2nccs2)CC1=O (stereo unspecified) | 3 | -2 | -1 | 9 | / | 8 | 14 | -5
COc1ccccc1NC(=O)COC(=O)Cc1c[nH]c2ccccc12 | 5 | -3 | 16 | 7 | 1 | -8 | 8 | 2
O=C(c1ccccc1)c1ccc(O)c(O)c1O | / | 3 | -7 | / | 1 | 2 | 0 | -2
C[C@H]1CN([C@@H](C)CO)C(=O)Cc2cc(NC(=O)CCCN(C)C)ccc2O[C@@H]1CN(C)S(C)(=O)=O | / | 2 | 5 | 3 | -2 | 12 | -3 | -10
CN1CCN(C(=O)c2cc3ccccc3[nH]2)CC1 | -7 | 4 | 0 | -12 | 1 | -2 | -3 | -21
CC(C)(C)C(=O)/C=C(N)/C=C/c1ccccc1 | -11 | / | / | -106 | -6 | / | / | -15
CNC(=O)C[C@H]1CC[C@@H]2[C@H](COC[C@H](O)CN2C(=O)c2ccc3c(c2)OCO3)O1 | -10 | -1 | / | / | 2 | 2 | -5 | 2
C[C@H](CO)N1C[C@H](C)[C@@H](CN(C)C(=O)CC2CC2)Oc2ncc(C#CC3CC3)cc2C1=O | -9 | -2 | -3 | / | 5 | 0 | -19 | -10
OCCC1CN(Cc2ccc3cccc(F)c3n2)CCN1Cc1ccccc1 (stereo unspecified) | 4 | 6 | 0 | 9 | 5 | -1 | 1 | -12
COc1cc(C2=NOC(C(=O)N3CCCCCC3)C2)cc(OC)c1OC (stereo unspecified) | -14 | / | / | / | -3 | / | 4 | -1
CCCN(C)C[C@@H]1Oc2cc(-c3ccccc3C)ccc2S(=O)(=O)N([C@H](C)CO)C[C@@H]1C | -2 | / | 2 | 1 | 0 | 0 | 0 | -21
COc1ccc(/C(N)=N/OC(=O)CSc2ccc(C)cc2)cc1 | 3 | / | / | / | 2 | / | -32 | -3
CS(=O)(=O)N1CC(=O)N2[C@H](CO)[C@H](c3ccc(C#Cc4cccc(F)c4)cc3)[C@@H]2C1 | / | -2 | / | / | / | 3 | -23 | -10
CCN(C(=O)CSc1ncnc2c1cnn2-c1ccccc1)C1CCS(=O)(=O)C1 (stereo unspecified) | -8 | 3 | -14 | 5 | / | 0 | 13 | /
Cc1cccc(NC(=O)CN(C)S(=O)(=O)c2ccc3c(c2)n(C)c(=O)c(=O)n3C)c1C | -1 | -2 | 3 | 8 | -5 | 5 | 7 | -15
Nc1ccc2nc(SCC(=O)c3ccccc3)sc2c1 | -6 | 1 | -63 | -52 | 3 | -3 | -31 | 13
CC(C)(C)NC(=O)C(=O)NN=C1CCCCCCCCCCC1 | -15 | 1 | 1 | -10 | / | -3 | -16 | /
Cc1c(C)c2ccc(OC3CCCCC3=O)cc2oc1=O (stereo unspecified) | -2 | / | / | -42 | 0 | / | / | -1
CN(C)CC#Cc1ccc([C@@H]2[C@@H](CO)N3C(=O)CN(C(=O)c4cccnc4)C[C@H]23)cc1 | / | -2 | 5 | -28 | / | 8 | -2 | 6
COc1ccc(Cc2nc(=S)[nH][nH]2)cc1Br | 5 | 5 | 0 | 26 | -1 | 14 | 25 | /
COc1ccc(S(=O)(=O)N(C)C[C@@H]2OCCCC[C@H](C)Oc3ccc(NS(=O)(=O)c4ccc(C)cc4)cc3C(=O)N([C@H](C)CO)C[C@H]2C)cc1 | / | 1 | 9 | 15 | 1 | -5 | 0 | 5
CO[C@@H]1CN(C)C(=O)c2cc(NC(=O)Nc3ccccc3)ccc2OC[C@H](C)N(C(=O)CC2CC2)C[C@@H]1C | 0 | / | -4 | 22 | 2 | -17 | 16 | 10
COc1ccccc1CN1[C@@H](CC(=O)O)c2cc(F)ccc2S1(=O)=O | 11 | 1 | -1 | -14 | 1 | 1 | -5 | -1
CO[C@@H]1CN(C)C(=O)c2ccc(NC(=O)C3CCOCC3)cc2OC[C@@H](C)N(CC2CC2)C[C@H]1C | -3 | 3 | -8 | -3 | 0 | 2 | 1 | -24
Clc1ccccc1N=C1NN=C(c2cccs2)CS1 | -2 | 2 | -60 | -82 | -4 | -13 | -48 | -4
CC(C)C[C@H]1CN([C@@H](Cc2ccc(O)cc2)CN2CCC[C@@H]2CN2C(=O)C(=O)NC[C@@H]2Cc2ccccc2)C(=O)C(=O)N1CC1CCCCC1 | -14 | 0 | 6 | 5 | -2 | -2 | -16 | 1
COCCNC(=O)c1ccc(CS(=O)(=O)c2ccccc2)o1 | 4 | / | / | 15 | 4 | / | / | -3
CC1=C(C(=O)N(C)C)CC(CC(=O)NC2CCCC2)C(=O)N1Cc1ccc(F)cc1 (stereo unspecified) | -4 | 3 | -1 | -20 | -1 | 1 | 1 | /
CC1=C(C(=O)Nc2ccccc2)C(c2ccccn2)n2nc(CCCO)nc2N1 (stereo unspecified) | -17 | 0 | 1 | 0 | 3 | 4 | 1 | 10
CCOC(=O)N1CCN(C(=O)CSCC(=O)N=c2sc3cc(OC)ccc3n2C)CC1 | 4 | -5 | 1 | 8 | 19 | -1 | -15 | 0
COc1ccc(NC(=O)N(C)C[C@H]2Oc3ccc(NC(=O)Nc4cccc5ccccc45)cc3C(=O)N([C@@H](C)CO)C[C@H]2C)cc1 | 5 | 1 | 1 | / | -3 | -3 | -13 | -4
CNC[C@H]1OCCCC[C@H](C)Oc2ccc(NC(=O)Nc3ccc(C(F)(F)F)cc3)cc2C(=O)N([C@H](C)CO)C[C@@H]1C | / | / | -1 | 11 | / | / | -21 | 14
O=C(C[C@@H]1CC[C@H]2[C@@H](COC[C@H](O)CN2S(=O)(=O)c2ccccc2)O1)NCc1ccc(-c2ccccc2)cc1 | -14 | 1 | 20 | -1 | -1 | -22 | 17 | -3
CC(=O)Nc1ccc2nc(-c3ccccc3)cn2c1 | 1 | -1 | -7 | -74 | / | 9 | -45 | /

Some of the entries so far, as labelled records:
SMILES: COc1cc(C2=NOC(C(=O)N3CCCCCC3)C2)cc(OC)c1OC (stereo unspecified)
  FN deposit inh = -14 | ERAP1 inh = / | EWS-Fli inh = / | PAX8 reporter = / | PglD DTNB = -3 | S100A4 inh HTS = / | LGR2 inh = 4 | PGC1a acetyl inh = -1

SMILES: CCCN(C)C[C@@H]1Oc2cc(-c3ccccc3C)ccc2S(=O)(=O)N([C@H](C)CO)C[C@@H]1C
  FN deposit inh = -2 | ERAP1 inh = / | EWS-Fli inh = 2 | PAX8 reporter = 1 | PglD DTNB = 0 | S100A4 inh HTS = 0 | LGR2 inh = 0 | PGC1a acetyl inh = -21

SMILES: COc1ccc(/C(N)=N/OC(=O)CSc2ccc(C)cc2)cc1
  FN deposit inh = 3 | ERAP1 inh = / | EWS-Fli inh = / | PAX8 reporter = / | PglD DTNB = 2 | S100A4 inh HTS = / | LGR2 inh = -32 | PGC1a acetyl inh = -3

SMILES: CS(=O)(=O)N1CC(=O)N2[C@H](CO)[C@H](c3ccc(C#Cc4cccc(F)c4)cc3)[C@@H]2C1
  FN deposit inh = / | ERAP1 inh = -2 | EWS-Fli inh = / | PAX8 reporter = / | PglD DTNB = / | S100A4 inh HTS = 3 | LGR2 inh = -23 | PGC1a acetyl inh = -10

(listing goes on)
SMILES | FN deposit inh | ERAP1 inh | EWS-Fli inh | PAX8 reporter | PglD DTNB | S100A4 inh HTS | LGR2 inh | PGC1a acetyl inh
Cn1c(CNC(=O)CNC(=O)Cc2ccccc2)cc(=O)n(C)c1=O | -6 | 2 | -3 | 1 | 4 | -16 | -1 | 3
C[C@@H]1CN([C@@H](C)CO)C(=O)Cc2cc(NC(=O)Cc3ccccc3)ccc2O[C@@H]1CN(C)Cc1ccncc1 | / | -1 | -7 | 18 | 1 | -3 | 11 | 10
CC(C(=O)Nc1ccc(C(F)(F)F)cc1)N(C)CC(=O)N1CCN(Cc2ccccc2)CC1 (stereo unspecified) | -2 | 2 | 7 | 23 | -5 | -5 | 13 | 6
COc1ccc(-c2ccc([C@H]3[C@@H](C#N)N(C(=O)NC4CCCCC4)[C@@H]3CO)cc2)cc1 | 6 | 1 | -21 | 6 | -6 | -7 | 2 | -17
O=C1/C(=C/c2cccc([N+](=O)[O-])c2)CSc2ccc(Cl)cc21 | 2 | / | -11 | -13 | / | 3 | -4 | 10

An excerpt of these results, with values under each structure.
Order of values: FN deposit inh, ERAP1 inh, EWS-Fli inh, PAX8 reporter, PglD DTNB, S100A4 inh HTS, LGR2 inh, PGC1a acetyl inh
> COc1ccc(-c2ccc([C@H]3[C@@H](C#N)N(C(=O)NC4CCCCC4)[C@@H]3CO)cc2)cc1
  6, 1, -21, 6, -6, -7, 2, -17
> O=C1/C(=C/c2cccc([N+](=O)[O-])c2)CSc2ccc(Cl)cc21
  2, /, -11, -13, /, 3, -4, 10

High-throughput results: PubChem BioAssay, Broad Institute

The order is random; 2.1% or so of the library scored in one or more.
